Compound activity as filed in PubChem BioAssay.
ERK EGF block: blocks ERK signaling stimulated by EGF | HEK293-V1b, EGF-stimulated phospho-ERK AlphaScreen | Potency, µM (titrated, usually from 11.5 µM), for the others: at the highest dose activity change, negative = inhibition, hits mostly inhibitors | 130,000 compounds, 0.41% hits | AID 1454; active = well fitted inhibition curve with a large enough effect; inconclusive = small, poorly fitted or top-dose-only effect, or effect the other way;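 also: plate controls were stimulated vehicle wells for no effect and unstimulated vehicle basal for full effect; nearly all actives have a fitted effect of over 55% in size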
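In this qHTS, HEK293 cells with stable type-1 vasopressin (V1b) receptor were exposed to compound at 37C for 30 min, stimulated 5 min with EGF at 25 nM, lysed, and probed for phospho-ERK by AlphaScreen.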
* = called active by the depositor; ? = inconclusive; [ ] = remark or other dose. Potency is read from the fitted curve at half-maximal effect. These rows are one share of the data (hit frequency here may not be typical).

1	CC(=O)Nc1ccccc1C(=O)C(=O)Nc1cccc(C(=O)NCc2ccccc2)c1
- ERK EGF block: -2%

2	CCN(Cc1ccncc1)Cc1cn(C)nc1-c1ccc(Oc2ccccc2)cc1
- ERK EGF block: -3%

3	CC1(C)C[C@](C)(C(=O)c2ccccc2)C=C1c1ccccc1
- ERK EGF block: 2%

4	COc1ccc(C(=O)N/N=C/c2ccccn2)cc1OC
- ERK EGF block: -4%[57.5 µM]

5	Cc1cccc(C)c1OCc1nnc(SCC(=O)Nc2ccccc2F)o1
- ERK EGF block: 0%

6	O=C(CN1C(=O)C(=O)N(Cc2ccco2)C1=O)NC1CCCCC1
- ERK EGF block: -3%

7	CCCOc1nc(SCCC)nc2c1cnn2-c1ccccc1
- ERK EGF block: 2%[57.5 µM]

8	O=c1c2ccccc2nnn1CSc1nnnn1-c1ccc(O)cc1
- ERK EGF block: 1%

9	Cc1cccc(-n2c(C)cc(/C=C3\C(=N)N4N=C(CC(C)C)SC4=NC3=O)c2C)c1
- ERK EGF block: 1%

10	COc1ccc(Cc2nc(-c3ccncc3)no2)cc1
- ERK EGF block: 4%

11	O=C(Nc1ccc(F)cc1F)NC1CCN(S(=O)(=O)c2ccc(F)cc2)CC1
- ERK EGF block: 1%

12	COc1cc(CNC2CCCCC2)c(Br)cc1OC1CCCC1
- ERK EGF block: -7%

13	CCOC(=O)NC(=O)/C(N=Nc1ccc(C(F)(F)F)cc1)=C(\C)O
- ERK EGF block: -5%

14	CCOc1ccccc1Cn1c(=O)sc2ccccc21
- ERK EGF block: -5%

15	O=C(N/N=C/c1ccc(Br)cc1)c1ccc(Br)o1
- ERK EGF block: 6%

16	O=C(CSCCO)Nc1ccc([N+](=O)[O-])cc1
- ERK EGF block: -1%

17	CN(C[C@H](CC1CCCCC1)N(C[C@H](Cc1ccccc1)N(CCc1ccccc1)N=O)N=O)N=O
- ERK EGF block: -18%[57.5 µM]

18	O=C(NC(=S)Nc1ccc2c(c1)C(=O)c1ccccc1C2=O)c1ccc(F)cc1
- ERK EGF block: 3%

19	CN(CCC#N)CC(=O)Nc1ccc(S(N)(=O)=O)cc1
- ERK EGF block: 1%

20	Cc1ccc(S(=O)(=O)N(Cc2ccc(Cl)cc2)c2ccccc2C(=O)NCc2cccnc2)cc1
- ERK EGF block: 7%

21	CN(C)c1ccc(-c2cc(NCc3ccccc3)ncn2)cc1
- ERK EGF block: 34%

22	Cc1ccc2[nH]c(=O)c3cc(C(=O)NCC4CCCO4)sc3c2c1 (stereo not drawn)
- ERK EGF block: ?

23	CCN(c1ccccc1)S(=O)(=O)c1ccc(C(=O)Oc2ccc(C(C)=O)cc2)cc1
- ERK EGF block: 1%

24	Cc1ccccc1-c1nc(P(=O)(c2ccccc2)c2ccccc2)c(N2CCOCC2)o1
- ERK EGF block: 1%[57.5 µM]

25	COCCn1c(=O)c(CCc2ccccc2)nc2cnc(N3CCNCC3)nc21
- ERK EGF block: -1%

26	COC(=O)CCCC(=O)N1CCCC(C(=O)c2ccc(OC)cc2C)C1 (stereo not drawn)
- ERK EGF block: 39%

27	CCc1ccccc1NC(=O)COc1cccc2ccc(C)nc12
- ERK EGF block: 6%

28	Cc1ccc(Nc2cc(=O)[nH]c(=O)[nH]2)cc1Cl
- ERK EGF block: 4%

29	CC(=O)NC(CC(=O)N(C)Cc1cccc(Cl)c1Cl)c1ccccc1 (stereo not drawn)
- ERK EGF block: -1%

30	CCOc1ccccc1C(=O)Nc1nnc(COC)s1
- ERK EGF block: -5%

31	CCCn1c(SCC(=O)Nc2ccc3c(c2)CCC3)n[nH]c1=O
- ERK EGF block: 6%

32	COc1cc(/C=N/NC(=O)COc2c(C)cc([N+](=O)[O-])cc2C)ccc1OC(=O)c1ccccc1Br
- ERK EGF block: -4%

33	CC(C)C(=O)N1CCN(c2ccccc2NC(=O)c2cc([N+](=O)[O-])ccc2N2CCOCC2)CC1
- ERK EGF block: -1%

34	O=C(COc1ccc(Cl)cc1)NCc1nnc(SCC(=O)NCC2CCCO2)o1 (stereo not drawn)
- ERK EGF block: -6%

35	CCNc1nc(OC)nc(N2CCC(Cc3ccccc3)CC2)n1
- ERK EGF block: 10%

36	CN1CCc2c(sc3c2C(=O)NC(/C=C\c2ccccc2)N3)C1 (stereo not drawn)
- ERK EGF block: 2%[57.5 µM]

37	CSc1ccccc1C(=O)Nc1cc(C)ccc1C
- ERK EGF block: 1%

38	CCN1C(=O)N(S(=O)(=O)c2ccc(C)cc2)[C@@H](c2ccccc2)C(C(=O)OC)=C1C
- ERK EGF block: -7%[57.5 µM]

39	C/C(=N\NC(=O)CSc1ncccn1)c1ccc2c(c1)OCCO2
- ERK EGF block: 1%

40	Cc1nn(C)cc1NC(=O)CC12CC3CC(CC(C3)C1)C2
- ERK EGF block: -12%

41	CC1=NN(C(C#N)c2ccccc2)C(c2ccccc2)C1 (stereo not drawn)
- ERK EGF block: -3%[57.5 µM]

42	CCC(C(=O)NC(C)(C)C)N(C(=O)c1ccc(Cl)nc1)C1CCCC1 (stereo not drawn)
- ERK EGF block: 1%

43	CC(/C=C/c1ccccc1)=N/NC(=O)Cn1nnc(N)n1
- ERK EGF block: 18%[57.5 µM]

44	CCC(=O)Nc1ccc(C(=O)CSc2nnc(-c3ccccc3F)n2CCc2ccccc2)cc1
- ERK EGF block: 4%

45	CCOC(=O)C1=C(C)NC(=S)N(C=O)C1c1ccccc1 (stereo not drawn)
- ERK EGF block: 13%

46	COCCC(=O)NNS(=O)(=O)c1ccc(Cl)cc1
- ERK EGF block: 7%

47	O=C(Nc1cccc(F)c1)N1CC2(CCN(C(=O)c3csnn3)CC2)C1
- ERK EGF block: -7%

48	COc1ccccc1N/C(N)=N/c1nc(C)cc(C)n1
- ERK EGF block: -6%[57.5 µM]

49	O=C(COc1cccc2cccnc12)N/N=C1\SCC(=O)N1Cc1ccco1
- ERK EGF block: 4%

50	Cc1noc2ncnc(Oc3ccc(C(C)(C)C)cc3)c12
- ERK EGF block: 5%

51	O=C(COc1cccc2ccccc12)NCc1cccnc1
- ERK EGF block: ?

52	CC1CN(Cc2ccccc2)C(C)CC1O (stereo not drawn)
- ERK EGF block: -5%

53	Cn1c(=O)c2c(nc(SCCN3CCOCC3)n2Cc2ccccc2)n(C)c1=O
- ERK EGF block: -9%

54	O=C(O)C1CCN(S(=O)(=O)c2ccc(N3CCOCC3)c([N+](=O)[O-])c2)CC1
- ERK EGF block: -11%

55	Cc1c(NC(N)=O)c(=O)n(-c2ccccc2)n1C
- ERK EGF block: 4%

56	CCOC(=O)C1(Cc2ccccc2C(F)(F)F)CCN(CC2CC2)CC1
- ERK EGF block: 6%

57	COc1ccc(C(=O)NC(C(=O)NCCc2ccc3c(c2)OCCO3)C(C)C)cc1 (stereo not drawn)
- ERK EGF block: -1%

58	CC[C@@H](C)CN1C(=O)N[C@@H](CCc2ccccc2)C(C(C)=O)=C1C
- ERK EGF block: 5%[57.5 µM]

59	C[n+]1cccc2ccc3c(c21)OC(N)=C(C#N)C3c1ccccc1 (stereo not drawn)
- ERK EGF block: 1%[57.5 µM]

60	Cc1cc(C)nc(-n2ncc3c2CC(c2ccc(C(C)C)cc2)CC3=O)n1 (stereo not drawn)
- ERK EGF block: 5%

61	Cc1cccnc1CCNC(=O)CCc1nnc(CCc2ccccc2)o1
- ERK EGF block: -7%

62	CCc1cc2c(=O)c(-c3nc4ccccc4n3C)coc2c(CN2CCOCC2)c1O
- ERK EGF block: 22%

63	CCCCOc1cccc(C(=O)NC(=S)Nc2cccc(NC(=O)c3ccccc3Cl)c2)c1
- ERK EGF block: 3%

64	O=C(N/N=C/C=C/c1ccccc1)C1CC1c1ccccc1 (stereo not drawn)
- ERK EGF block: 0%

65	O=C1CCCCc2sc(Br)c([N+](=O)[O-])c2N1
- ERK EGF block: ?

66	CCCCc1noc(-c2c(-c3ccccc3Cl)noc2C)n1
- ERK EGF block: -10%

67	COc1ccc(N/N=C(/C)c2cnnc(-c3ccccc3)n2)cc1
- ERK EGF block: 12%

68	Cc1nc2ccccc2c2nc(NC(=O)C(F)(F)F)nn12
- ERK EGF block: 3%

69	COc1ccc2c(c1)O[C@@H](c1ccc3c(c1)OCO3)[C@H](OC(=O)Nc1ccc(C)c(Br)c1)C2=O
- ERK EGF block: -13%

70	c1ccc2c(c1)CCN(C1=Nc3cccc4cccc1c34)C2
- ERK EGF block: ?

71	Cc1cc(C(=O)NC2CCCCC2)on1
- ERK EGF block: -7%[57.5 µM]

72	CC1(C)CCc2cc(-c3ccn(S(=O)(=O)c4ccccc4Cl)n3)ccc2O1
- ERK EGF block: 3%[57.5 µM]

73	COCCN(C(=S)Nc1ccc(C)cc1)C(C)c1ccco1 (stereo not drawn)
- ERK EGF block: -16%[57.5 µM]

74	S=c1[nH]c2ccccc2n2cccc12
- ERK EGF block: -6%[57.5 µM]

75	O=C(CNC(=O)c1ccco1)N=Nc1c(O)n(CCc2ccccc2)c2ccccc12
- ERK EGF block: -1%[57.5 µM]

76	Cc1ccc2c(C(=O)CSc3ccccc3)c(C)[nH]c2c1
- ERK EGF block: 10%

77	CN(Cc1ccccc1)CC(O)COc1ccc(CNCc2nccn2C)cc1 (stereo not drawn)
- ERK EGF block: -2%

78	Cc1nc2ccccc2c(=O)n1NC(=O)c1ccccc1[N+](=O)[O-]
- ERK EGF block: -3%

79	Cc1ccc(C(=O)NC2CC3CCC(C2)N3Cc2ccco2)cc1 (stereo not drawn)
- ERK EGF block: -2%

80	O=C(Nc1cccc(S(=O)(=O)N2CCOCC2)c1)c1cn(-c2ccccc2)nc1-c1ccccc1
- ERK EGF block: 4%

81	CC(=O)c1cccc(CN2CCN(CC(C)C)C(CCO)C2)c1 (stereo not drawn)
- ERK EGF block: 6%

82	CCOC(=O)c1sc(Nc2cccc(Cl)c2)nc1C
- ERK EGF block: -8%[57.5 µM]

83	COc1ccc(CN2CCc3cc(OC)c(OC)cc3C2)cc1O
- ERK EGF block: -16%[57.5 µM]

84	CCOc1ccc(CCNC(=O)c2cc(C)nn2-c2ccccc2)cc1
- ERK EGF block: -2%[57.5 µM]

85	Cc1c(CN2CCC(CO)(CC3CCCCO3)CC2)cnn1C (stereo not drawn)
- ERK EGF block: -6%

86	NC(=O)CC(NC(=O)c1ccc(Br)cc1)c1ccc(NCc2ccc(F)cc2)c([N+](=O)[O-])c1 (stereo not drawn)
- ERK EGF block: -8%[57.5 µM]

87	Cc1cc(NC(=O)Nc2ccc(N(C)C)cc2)c2cc(F)cc(F)c2n1
- ERK EGF block: -4%

88	Oc1ccc(/C=N\Nc2nncc(-c3ccccc3)n2)cc1
- ERK EGF block: -3%[57.5 µM]

89	c1csc(CNCc2ccncc2)c1
- ERK EGF block: -10%

90	CCCCNC(=S)N/N=C/c1ccc(OCC(=O)Nc2c(C)cc(C)cc2C)c(OC)c1
- ERK EGF block: 1%

91	CCOC(=O)C1=C(C)N(CCCCCC(=O)O)C(=O)NC1c1ccccc1Cl (stereo not drawn)
- ERK EGF block: 14%

92	CCC(C)NS(=O)(=O)c1ccc(NC(C)=O)cc1 (stereo not drawn)
- ERK EGF block: 4%

93	O=C1C2C(C(=O)N1/N=C/c1ccc(N3CCCCC3)o1)C1C=CC2C12CC2 (stereo not drawn)
- ERK EGF block: ?

94	CCOc1cc(N2CCOCC2)c(OCC)cc1NC(=O)COc1ccc2ccc(=O)oc2c1
- ERK EGF block: -8%

95	O=C(COCC(=O)N/N=C/c1ccc(F)cc1)N/N=C/c1ccc(F)cc1
- ERK EGF block: 7%

96	Cc1cc(NC(=O)COc2cccnc2[N+](=O)[O-])no1
- ERK EGF block: -1%

97	C=CCn1c(COc2ccc(F)cc2)nnc1SCC(=O)Nc1cccc(S(N)(=O)=O)c1
- ERK EGF block: 6%

98	Cc1onc(-c2c(F)cccc2Cl)c1C(=O)N1CCSCC1
- ERK EGF block: 8%[57.5 µM]

99	COCCNC(=O)/C(C#N)=c1\s/c(=C\c2ccccc2OC(F)F)c(=O)n1Cc1ccccc1
- ERK EGF block: -4%[57.5 µM]

100	CCN1C(=O)N[C@@H](c2ccccc2)C1=O
- ERK EGF block: 3%[25.7 µM]

101	CCOC(=O)c1c(NC(=O)CN2CCCc3ccccc32)sc(C)c1CC
- ERK EGF block: -3%

102	Cc1ccc(C(=O)OC(C)CN2CCOCC2)cc1 (stereo not drawn)
- ERK EGF block: -1%

103	COc1ccccc1CNc1ccc2nnc(CCNC(=O)c3ccc(C)cc3)n2n1
- ERK EGF block: 1%

104	CCSc1nnc(NC(=O)CSC2=NCCS2)s1
- ERK EGF block: -2%

105	S=c1[nH]nc(Nc2ccccc2)s1
- ERK EGF block: 5%

106	CN(C)c1ccc(C2CC(c3ccccc3)=Nc3nc(-c4ccccc4)cn32)cc1 (stereo not drawn)
- ERK EGF block: -8%

107	O=C(NCCCn1ccnc1)C(=O)Nc1ccccc1
- ERK EGF block: 1%

108	C=CCn1c(=O)c(C(C)=O)cn(N(C)c2ncc(C(F)(F)F)cc2Cl)c1=O
- ERK EGF block: 7%

109	C=CCNC(=S)N/N=C/c1ccc(C(F)(F)F)cc1
- ERK EGF block: 9%
